Screening data deposited in PubChem BioAssay by National Center for Advancing Translational Sciences (NCATS).
BRCA1 expr act: increases BRCA1 expression; 380,000 tested, 1.1% active; MCF7-BRCA1-FFLuc reporter, luminescence, 48 h; response scale: scaled: vehicle 0%, 10 µM genistein 100%; Potency, µM (titrated, usually from 46.1 µM), for the others: top-dose activation, most hits filed as activators; note: potency is the fitted concentration of half-maximal effect; nearly all actives have a fitted effect of over 80% in size; some results filed as inactive show a strong effect at the top dose
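MCF7 cells carrying a BRCA1-firefly luciferase reporter (2000 cells/well, phenol-red free MEM) were attached for 2 h at 37 °C, then given compounds for 48 h. Luminescence was read 15 min after luciferase reagent; activity normalized to genistein (10 microM) and DMSO.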
PTAP TSG101 blk: blocks PTAP/TSG101 interaction to inhibit HIV-1 budding; Fluorescence polarization, FITC-PTAP peptide / Tsg101 binding; Potency, µM (doses to about 115 µM), for inactives: top-dose activity change, negative = inhibition, usual class: inhibitors; 340,000 tested, under 10 active; AID 493005; active = well fitted inhibition curve with a large enough effect in the main read-out, with a control signal flat, not every such curve was filed as active; inconclusive = small, poorly fitted or top-dose-only effect, or effect the other way, or a change in a side signal; inactive = no such curve, though single readings can be large or run the other way; note: potency is the fitted concentration of half-maximal effect; % of control where 0% means no effect
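Fluorescence anisotropy tracks displacement of a FITC-tagged PTAP peptide (50 nM) from the Tsg101 binding domain (10 uM), following a 20 min room-temperature incubation at pH 7.5.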
ELG1 DNA repair: ELG1-dependent DNA repair inhibition | HEK293T ELG1-luciferase reporter, luminescence, 16 h; DNA damage induced by 5-fluorouridine | Potency, µM (titrated, usually from 46.1 µM), for inactives: at the top dose activity change, negative = inhibition, most hits filed as inhibitors | 330,000 tested, 2.3% active | AID 504467; note: potency is the fitted concentration of half-maximal effect; % is set by controls: 0 for no effect and ±100 for the full control effect; nearly all actives have a fitted effect of over 55% in size
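Step one: seed 2,000 cells per well. Step two: pin-transfer compound or DMSO alongside 5-fluorouridine. Step three: incubate 16 hr, 37 °C, 5% CO2. Step four: add ONE-Glo, wait 30 min, read luminescence.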
MLL CXXC-DNA inh: blocks binding of human MLL CXXC domain to DNA. 290,000 tested, 0.037% active. MLL-CXXC / FITC-HOXA9 DNA fluorescence polarization. Potency, µM (highest dose often 115 µM), without a hit: top-dose activity change, negative = inhibition, actives largely listed as inhibitors; active = well fitted inhibition curve with a large enough effect in the polarisation, with a control signal flat, not every such curve was filed as active; inconclusive = small, poorly fitted or top-dose-only effect, or effect the other way, or a change in a side signal; inactive = no such curve, though single readings can be large or run the other way; the % refers to the polarisation; note: potency is the fitted concentration of half-maximal effect
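Steps: dispense CXXC domain solution (7 uM) → pin compounds or unlabeled HOX-A9 DNA control → 5 min ambient → add FLSN-HOX-A9 solution (50 nM) → spin → 30 min ambient → fluorescence polarization. Tris pH 7.5/NaCl/DTT/BSA buffer.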
TRPV1 agonist: human TRPV1 agonism; Q8NER1; TRPV1-expressing cells, Fluo-8 calcium influx, agonist mode; activation, % at 8.33 µM; 320,000 tested, 0.19% active; in the data active = activation above about 80%; inconclusive = between about 30% and that limit; note: 0% is about no effect
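Fluo-8 calcium influx in TRPV1-expressing cells, kinetic read (ex 480/em 520 nm). Compound added and read 3 min for agonist activity, followed by capsaicin at EC20 final and 2 min further read for enhancement.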
p53 reactivator: re-activators of mutant p53; Potency, µM (titrated, usually from 92.2 µM), for inactives: at the top dose activity change, positive = activation, hits mostly activators; 320,000 tested, 0.063% active; H1299 p53-A138V BP100-luciferase reporter, luminescence, 24 h; note: potency is the fitted concentration of half-maximal effect; % of control where 0% means no effect; nearly all actives have a fitted effect of over 45% in size
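H1299 (p53-null), stable ts p53-A138V + BP100-Luc; 1000 cells/well, Opti-MEM/10% FBS; cpd 4 pt, 1:5; 24 h, 37 deg C, 5% CO2; detection reagent 10 min RT; luminescence.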
AT treatment: potential ataxia-telangiectasia treatments restoring KAP-1 phosphorylation; […] A-T fibroblasts, KAP-1 phosphorylation AlphaLISA; neocarzinostatin DNA damage 30 min before lysis; Potency, µM (top dose mostly 57.5 µM), without a hit: top-dose activation, actives largely listed as activators; 320,000 tested, 0.19% active; note: potency is the fitted concentration of half-maximal effect; % of control where 0% means no effect; nearly all actives have a fitted effect of over 45% in size
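ATM-like activity read as KAP-1 phosphorylation via AlphaLISA donor/acceptor antibody pairs after lysis and 6 hr at 25C. Cells were ATM-null patient fibroblasts ([…], hTERT), dosed 60 min, then exposed to the DSB inducer NCS for 30 min.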
B2AR arrestin: beta2AR (human) beta-arrestin recruitment activity | P07550 | beta-arrestin recruitment to beta2AR, cell-based reporter | Potency, µM (series often up to 46.1 µM), for inactives: top-dose activation, hits mostly activators | 330,000 tested, 0.02% active;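 note: potency is the fitted concentration of half-maximal effect; 0% = DMSO controls and full agonism = EC100 isoproterenol or metaproterenol; nearly all actives have a fitted effect of over 65% in size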
TCR act: T cell receptor activation. primary human leukocytes, anti-CD3, IL-2 HTRF, 48 h. Potency, µM (titrated, usually from 9.22 µM), for the others: at the top dose activation of IL-2 secretion, usual class: activators. 330,000 tested, under 10 active; note: % of control where 0% means no effect
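Primary human leukocytes were stimulated with a-CD3 beads plus compounds for 48 hr without co-stimulation; secreted IL-2 was quantified by HTRF using a-IL-2-K (europium cryptate) and a-IL-2-d2, excited at 320nm with acceptor emission read at 665nm.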
Integrin act MD: activators of alpha7 integrin expression for muscular dystrophy. AID 624291. Potency, µM (doses to about 38.3 µM), without a hit: at the top dose activation, actives largely listed as activators. alpha7betagal myoblasts, beta-gal FDG fluorescence, 48 h. 350,000 tested, 0.064% active;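 note: potency is the fitted concentration of half-maximal effect; 100% = response of the positive control SU9516; nearly all actives have a fitted effect of over 60% in size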
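Alpha7betagal+/- myoblasts (passage 13) were plated 16-24 hr, then exposed to compounds (1:260 dilution of DMSO stock) for 48 hours at 37C. After MPER lysis, β-galactosidase reporter activity was read as FDG fluorescence (ex 480/em 540) after 30 minutes.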
* hit, by the source's call; ? = inconclusive; . = no result given; [ ] = dose if it differs, or a comment. Unless noted, calls come from the whole dose curve; as a rule, active = well fitted curve in the direction sought with a large enough effect; inconclusive = small, poorly fitted or top-dose-only effect, or another doubt; inactive = no such curve, though single readings can be large; an effect the other way counts as inactive or inconclusive. Compounds as they come (roughly 3.8% active in at least one column).

SMILES	BRCA1 expr act	PTAP TSG101 blk	ELG1 DNA repair	MLL CXXC-DNA inh	TRPV1 agonist	p53 reactivator	AT treatment	B2AR arrestin	TCR act	Integrin act MD
COc1ccc(NC(=O)c2cccc(NC(=O)C(C)C)c2)c([N+](=O)[O-])c1	?	3%	1%	24%	2	?	-3%	-1.1%	9%[46.1 µM]	9%
CC(C)N1CC(C(=O)Nc2cc(Cl)cc(Cl)c2)CC1=O (stereo not given)	-25%	-4%	-21%	5%	1	4%	-13%	-0.9%	-14%	-5%
COc1ccc(C(=O)N2CCCC(c3nc(-c4cc(OC)c(OC)c(OC)c4)no3)C2)cc1 (stereo not given)	-27%	-5%	7.3µM*	-6%	18	-9%	2%	0.0%	-2%	-19%
COc1cc(C)c(CN2CCC(Cc3ccccc3)CC2)cc1C	0%	1%	-9%	-3%	1	-6%	4%	-0.2%	-2%	-23%
O=C(NCC1CCCO1)c1nc2c(nnn2Cc2ccccc2Cl)c(=O)[nH]1 (stereo not given)	0%	-7%	12%	5%	-2	-2%	0%	-0.4%	1%[46.1 µM]	10%
Cc1ccc(S(=O)(=O)NC(CC(=O)n2nc(C)cc2C)c2ccccc2)cc1 (stereo not given)	-22%	-2%	-11%	35%[activator]	13	0%	-5%	-0.3%	0%	-9%
COc1ccc(-c2nn(Cc3ccccc3)cc2C(=O)N2CCN(c3ncccn3)CC2)cc1OC	-19%	-6%	-6%	.	0	-7%	5%	0.2%	-9%	-10%
O=C(Nc1ccccc1N1CCCCC1)C1=COCCO1	0%	0%	-12%	.	11	-13%	1%	-0.2%	2%	-25%
O=C(O)c1cccc(N/N=C/c2cccc3ccccc23)c1	?	0%	?	-4%	-4	?	.	-0.4%	-4%	-11%
Cc1ccc(C(=O)NC(=S)Nc2cc(C(F)(F)F)ccc2Cl)cc1	-4%	-2%	10%	5%	-3	13%	7%	0.2%	2%	16%
CN(C(=O)c1cccc(NC(=O)Cc2ccc(NC(=O)C3CCN(C(=O)c4ccccc4)CC3)cc2)c1)C1CCCCC1	-2%	-5%	.	.	.	.	.	.	-3%	-5%
CCC(c1nnc(SCC(=O)Nc2ccc(C(=O)N(C)C)cc2)n1Cc1ccccc1)N(C)C (stereo not given)	20%	.	0%	27%	-2	0%	1%	-0.4%	-4%	5%
CC(C)OC(=O)c1c(NS(=O)(=O)c2ccccc2)sc2c1CCCC2	-14%	1%	-4%	4%	1	-4%	-4%	0.1%	-2%[46.1 µM]	-53%[inhibitor]
CC(NC(=O)CN(C)Cc1cccc(Cl)c1)c1ccccc1 (stereo not given)	-21%	-7%	11%	10%	?	-1%	18%	-0.1%	-9%	17%
CCOC(=O)c1c(C)[nH]c(C(=O)COC(=O)c2cc(C)oc2C)c1C	40%	0%	?	.	0	-1%	0%	-2.4%	-8%	12%
O=Cc1ccccc1OCc1ccc2c(c1)OCO2	95%	0%	?	?	30	-9%	5%	-0.1%	3%	-31%
CN1CCN(S(=O)(=O)c2ccc3[nH]cc(C(=O)O)c(=O)c3c2)CC1	7%	.	?	-1%	2	5%	-1%	0.0%	.	13%
COc1ccc(S(=O)(=O)N2CCOCC2)cc1NC(=O)C1CCN(S(=O)(=O)c2ccc(Cl)cc2)CC1	-29%	-1%	.	.	.	.	.	.	-20%	2%
Cc1cccn2c(=O)c(C=O)c(N3CCN(c4ccc(F)cc4)CC3)nc12	-42%	-1%	?	-2%	26	1%	-5%	-0.2%	-4%	?
CC(=O)c1ccc(OCc2cccc(C(F)(F)F)c2)cc1O	66%	-1%	19%	-12%	11	7%	8%	-0.5%	4%	6%
O=S1(=O)CC2NC(=S)N(c3cccc(Br)c3)C2C1 (stereo not given)	0%	-1%	4%	0%	0	-3%	-3%	-0.2%	1%	20%
CCc1ccccc1N1CC(C(=O)N2Cc3ccccc3CC2C(N)=O)CC1=O (stereo not given)	3%	-6%	-9%	.	.	0%	1%	-0.1%	0%	31%
COc1ccc(CCNC(=O)C2CCN(Cc3nc(-c4ccccc4F)oc3C)CC2)cc1OC	0%	-7%	-25%	8%	-1	10%	2%	?	-5%	-4%
CC(C)(C)C(=O)NC(=S)Nc1cc(C(=O)O)ccc1Cl	-22%	-1%	?	1%	-1	1%	9%	0.2%	0%	17%
COc1ccccc1/C=C1\SC(=S)N(CCC(=O)NCCc2ccc(O)cc2)C1=O	-21%	-3%	-5%	19%	23	?	-3%	-0.1%	6%	0%
CCOc1cc(/C=C2/C(=O)N(c3ccccc3)N=C2C)ccc1OC(=O)c1ccco1	-25%	-1%	-4%	?	0	-6%	-5%	0.2%	4%	7%
COc1ccc(-n2cnc3scc(-c4ccccc4)c3c2=O)cc1	-29%	-1%	-17%	0%	14	-6%	23%	0.0%	2%	8%
O=C(NCCc1ccccc1)Nc1cccc(Cl)c1	63%	1%	?	4%	?	?	-1%	-0.5%	-1%[46.1 µM]	-17%
Cc1ccc2c(c1)C(c1ccc(F)cc1)N(C(=O)c1ccccc1Br)CC(=O)N2 (stereo not given)	-50%	-6%	-16%	1%	?	-9%	-4%	0.3%	4%	1%
Cc1cc(C)c(NC(=O)C2CCC(=O)N2)c(C)c1 (stereo not given)	1%	-2%	14%	-4%	-4	3%	-1%	-0.2%	-7%	-13%

Retrieved by compound from the list above:
SMILES	BRCA1 expr act	PTAP TSG101 blk	ELG1 DNA repair	MLL CXXC-DNA inh	TRPV1 agonist	p53 reactivator	AT treatment	B2AR arrestin	TCR act	Integrin act MD
CC(C)(C)C(=O)NC(=S)Nc1cc(C(=O)O)ccc1Cl	-22%	-1%	?	1%	-1	1%	9%	0.2%	0%	17%
Cc1cccn2c(=O)c(C=O)c(N3CCN(c4ccc(F)cc4)CC3)nc12	-42%	-1%	?	-2%	26	1%	-5%	-0.2%	-4%	?
O=Cc1ccccc1OCc1ccc2c(c1)OCO2	95%	0%	?	?	30	-9%	5%	-0.1%	3%	-31%

Remaining list, next part:
SMILES	BRCA1 expr act	PTAP TSG101 blk	ELG1 DNA repair	MLL CXXC-DNA inh	TRPV1 agonist	p53 reactivator	AT treatment	B2AR arrestin	TCR act	Integrin act MD
Cc1ccccc1CN1CCN(C/C=C/c2ccccc2)CC1	-16%	-8%	0%	14%	0	7%	1%	-0.2%	-17%	-21%
Cc1ncc(CSc2nc3ccccc3[nH]2)c(N)n1	20%	.	10%	-2%	-3	-14%	-8%	-0.3%	.	18%
Cc1cc(NC(=O)COC(=O)c2ccccc2NCCO)no1	17%	1%	?	.	.	13%	24%	2.6%	-3%	24%
CCOC(=O)C1=C(N)Oc2cc(C)n(CCc3ccc(OC)c(OC)c3)c(=O)c2C1c1cccnc1 (stereo not given)	14%	-4%	?	-2%	2	-14%	-6%	-0.2%	15%	-9%
CCN1c2ccccc2N(C)C1(C)c1ccccc1 (stereo not given)	-91%	-1%	?	4%	-2	-3%	11%	-0.8%	2%[46.1 µM]	-59%[inhibitor]
C=CCc1cc(Cl)ccc1OCCOCCNC(C)CC (stereo not given)	-47%	2%	-2%	-30%	0	1%	4%	-0.9%	.	-52%[inhibitor]
O=C(NC1CCCCC1)c1cccnc1C(=O)O	-9%	-5%	?	-4%	-2	5%	2%	0.0%	-5%	-3%
COc1ccc(C(=O)CSc2nnc(CNC(=O)c3ccc(OC)c(OC)c3)n2C)cc1	-2%	-4%	-4%	1%	0	1%	-2%	-0.4%	-3%	-4%
CC(C)(C)C(=O)Nc1ccccc1C(=O)Nc1cccnc1	-5%	-1%	-2%	1%	0	2%	11%	0.3%	6%	9%
COc1cc(/C=N\N=C2/SC(CC(=O)O)C(=O)N2c2ccc(O)cc2)ccc1O (stereo not given)	-14%	-3%	2%	-9%	-3	-9%	-4%	-1.1%	1%	14%
CCN1CCc2c(OCC(=O)Nc3ccc4c(c3)OCCO4)cccc2C1=O	.	.	-25%	1%	2	0%	5%	0.0%	.	.
O=C1Nc2cc(Cl)c(Cl)cc2N(O)N1c1ccccc1	9%	-8%	0%	-7%	2	0%	6%	-0.3%	.	-2%
Cc1cccc(/C=C2/SC(=O)N(Cc3ccccc3Cl)C2=O)n1	0%	1%	17%	21%	-1	0%	8%	0.4%	3%	-2%
Cc1cccc(C)c1NC(=O)CN(C)C(=O)C1CCN(c2ncnc3sc(C)c(C)c23)CC1	-13%	-4%	?	.	4	-3%	-2%	-0.6%	0%	-7%
Cc1noc(C)c1S(=O)(=O)Nc1ccc(O)c2c(=O)cc(-c3ccccc3Cl)oc12	-16%	-8%	-8%	11%	1	6%	-8%	0.0%	1%	1%
OCCC1CN(Cc2cnc(-c3ccc(Cl)cc3)nc2)CCN1C1CCCC1 (stereo not given)	-22%	-6%	6.5µM*	-10%	2	-7%	-1%	-0.1%	-4%	-50%[inhibitor]
CSc1nsc(SCc2ccc(F)cc2)n1	10%	-6%	22%	8%	14	6%	12%	-0.6%	1%	-16%
